# Screening results from PubChem.
# LDHA block: qHTS assay for inhibitors of human lactate dehydrogenase; L-lactate dehydrogenase A chain (Homo sapiens), P00338; purified LDHA, NADH/diaphorase-resazurin fluorescence; hits give low values; activity change, % (values are at about 110 or 230 µM); 480,000 tested, 0.15% active; AID 1347041, 2019; in the data active = activity change below about -30%; inconclusive = mostly about -25% to -30%;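 also: plate controls were DMSO wells for no effect and wells without enzyme for full effect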
#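 Remaining NADH was detected by diaphorase (0.133 mg/mL) converting 37 µM resazurin to fluorescent resorufin, read at 0 and 20 minutes. The preceding 5-minute room-temperature reaction used 2 nM LDHA, 0.2 mM sodium pyruvate and 0.06 mM NADH at pH 7.4.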
# RXFP1 agonist: qHTS Assay for Agonists of the Relaxin Receptor RXFP1. Relaxin receptor 1 (Homo sapiens), Q9HBX9. HEK293T-RXFP1 cAMP TR-FRET, 30 min; response scale: percent of porcine relaxin response, buffer zero. Potency, µM (series often up to 57.5 µM), without a hit: at the top dose activation, most hits filed as activators. 370,000 tested, 0.3% active. AID 2676, 2010; also: potency is read from the fitted curve at half-maximal effect; % is scaled to controls: 0 for no effect and ±100 for the full control effect; nearly all actives have a fitted effect of over 60% in size; many of its hits are not listed in these tables
#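 HEK293 cells stably expressing RXFP1, treated 30 min at 37C with compounds plus PDE4 inhibitor Ro 20174; cAMP measured by HTRF TR-FRET. Normalized to buffer and 29 nM porcine relaxin; EC50 by Hill fit.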
# PI4K2A inh: qHTS for small molecular inhibitors of PI4K2A; Phosphatidylinositol 4-kinase type 2-alpha (Homo sapiens), Q9BTU6; purified PI4K2A, ADP-Glo luminescence, 1 h; hits give low values; activity change, negative = inhibition, % at 76.9 µM; 420,000 tested, 0.13% active; AID 1346378, 2018; in the data active = activity change below about -50%; inconclusive = mostly about -30% to -49%;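 also: -100% = wells without enzyme as full effect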
#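 In this quantitative HTS, ADP production by PI4K2A was quantified luminescently after 1 h at ambient temperature; 100 microM adenosine served as plate-quality control.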
# GRP78 ERSR act: qHTS for Inducers of the Endoplasmic Reticulum Stress Response (ERSR) in Human Glioma: qHTS; Potency, µM, without a hit: at the highest dose activation, most hits filed as activators; AID 602332, 2012; U87-MG GRP78 promoter luciferase reporter, 16 h; 420,000 tested, 0.02% active; also: potency is read from the fitted curve at half-maximal effect; series mostly up to about 76 µM; % of control where 0% means no effect; nearly all actives have a fitted effect of over 35% in size
#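 ERSR induction read as luciferase luminescence (Bright-Glo, 10 min at room temperature) in stably transfected human U87-MG glioma cells exposed to compounds for 16 h, using GRP78 as sensor.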
# Vif-APOBEC3G blk: qHTS for Inhibitors of Vif-A3G Interactions: qHTS. HeLa A3G-eYFP + Vif (tagged APOBEC3G with the HIV-1 protein that degrades it), YFP fluorescence, overnight. Potency, µM (titrated, usually from 46.1 µM), without a hit: at the top dose activity, negative = active, actives largely listed as inhibitors. 410,000 tested, 0.076% active;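 also: potency is read from the fitted curve at half-maximal effect; % is scaled to controls: 0 for no effect and ±100 for the full control effect; nearly all actives have a fitted effect of over 60% in size; hits raise eYFP signal because A3G escapes Vif-driven loss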
# Target sequence (Q9HC16 whole entry, looked up): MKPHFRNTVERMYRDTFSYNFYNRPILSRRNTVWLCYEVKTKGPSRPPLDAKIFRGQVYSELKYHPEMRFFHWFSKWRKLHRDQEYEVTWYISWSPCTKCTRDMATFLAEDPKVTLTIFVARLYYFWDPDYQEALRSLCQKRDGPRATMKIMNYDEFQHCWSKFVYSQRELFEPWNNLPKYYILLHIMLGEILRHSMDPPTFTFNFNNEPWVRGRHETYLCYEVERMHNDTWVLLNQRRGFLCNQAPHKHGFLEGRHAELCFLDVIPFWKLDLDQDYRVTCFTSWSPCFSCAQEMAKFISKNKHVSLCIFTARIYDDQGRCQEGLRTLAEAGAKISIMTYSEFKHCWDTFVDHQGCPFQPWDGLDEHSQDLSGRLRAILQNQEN
#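 HeLa cells stably expressing Vif and C-terminally eYFP-tagged A3G, seeded overnight at 37 deg C, then exposed to compound by pintool overnight at 37 deg C. Rise in yellow fluorescence (Ex 488/Em 500-530, Acumen) marks blocked Vif-driven A3G degradation.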
# USP1 inh: Inhibitors of USP1/UAF1: Primary Screen. Potency, µM (top dose mostly 57.1 µM), inactives show at the top dose activity change, negative = inhibition, actives largely listed as inhibitors. Ubiquitin carboxyl-terminal hydrolase 1 (Homo sapiens), O94782. 390,000 tested, 0.23% active. AID 743255, 2014. recombinant USP1/UAF1, Ub-Rhodamine cleavage fluorescence; also: potency is read from the fitted curve at half-maximal effect; % is scaled to controls: 0 for no effect and ±100 for the full control effect; nearly all actives have a fitted effect of over 60% in size; inactives centre near -12
#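 USP1/UAF1 complex at 1 nM was preincubated with compound for 15 min at room temperature, then Ub-Rho substrate (150nM final) was added. Fluorescence (480/540 nm) was read kinetically, 6 reads every 60 seconds.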
# TrxR1 substrate: qHTS Assay for Substrates of Mammalian Selenoprotein Thioredoxin Reductase 1 (TrxR1): qHTS; Thioredoxin reductase 1, cytoplasmic (Rattus norvegicus), O89049; purified TrxR1 substrate turnover, NADPH consumption readout; Potency, µM (top dose mostly 114 µM), for inactives: at the highest dose activity change, negative = substrate turnover; 390,000 tested, 0.01% active; AID 588456, 2011; also: potency is read from the fitted curve at half-maximal effect; % is scaled to controls: 0 for no effect and ±100 for the full control effect; nearly all actives have a fitted effect of over 50% in size
#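 Rat TrxR1, dispensed at 90 nM, was prereduced with 400 uM NADPH (final) for 5 min at ~22 deg C, then incubated with compound 15 min before 400 uM selenite. A first-read NADPH fluorescence drop versus no-compound background flagged substrates.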
# IDH1 R132H inh: qHTS for Inhibitors of mutant isocitrate dehydrogenase 1 (IDH1): qHTS | Potency, µM (top dose mostly 76.6 µM), for the others: at the highest dose activity change, negative = inhibition, most hits filed as inhibitors | AID 602179, 2012 | 390,000 tested, 0.093% active | IDH1-R132H enzyme, NADPH consumption, diaphorase/resazurin fluorescence; also: potency is read from the fitted curve at half-maximal effect; % is scaled to controls: 0 for no effect and ±100 for the full control effect; nearly all actives have a fitted effect of over 65% in size
# Target sequence (O75874 whole entry R132H, stated change not applied): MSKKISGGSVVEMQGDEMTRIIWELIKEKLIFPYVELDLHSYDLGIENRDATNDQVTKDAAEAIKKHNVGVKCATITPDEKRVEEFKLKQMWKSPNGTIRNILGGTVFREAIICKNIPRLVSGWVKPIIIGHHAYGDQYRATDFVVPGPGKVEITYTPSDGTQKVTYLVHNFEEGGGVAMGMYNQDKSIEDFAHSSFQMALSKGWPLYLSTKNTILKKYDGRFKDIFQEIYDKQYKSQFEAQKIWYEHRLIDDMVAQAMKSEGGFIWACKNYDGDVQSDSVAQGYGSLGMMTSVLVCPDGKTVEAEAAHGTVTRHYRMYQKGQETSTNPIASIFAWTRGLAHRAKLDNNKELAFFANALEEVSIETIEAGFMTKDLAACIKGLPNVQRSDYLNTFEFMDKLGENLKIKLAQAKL
#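 IDH1-R132H (0.5 ug/mL) preincubated 30 min with compound, then NADPH (0.016 mM) and alpha-KG (2 mM) added; 80 min at RT, pH 7.5. Remaining NADPH coupled via diaphorase/resazurin to fluorescence (540/590 nm); concentration-response curves normalized to no-enzyme control.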
# Vif-A3F inh: qHTS for Inhibitors of Vif-A3F Interactions: qHTS. HeLa A3F-eYFP + Vif (tagged APOBEC3F with the HIV-1 protein that degrades it), YFP fluorescence increase. Potency, µM (doses to about 46.1 µM), for the others: at the top dose activity, negative = active. 390,000 tested, 0.2% active. AID 602313, 2012; also: potency is read from the fitted curve at half-maximal effect; % of control where 0% means no effect; nearly all actives have a fitted effect of over 65% in size
#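 HeLa cells stably expressing A3F-eYFP plus Vif, plated and incubated overnight at 37 deg C, then exposed to compounds overnight at 37 deg C. Blocked degradation read as raised yellow fluorescence (Ex 488/Em 500-530).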
# The depositor's hits bear a star; ? = inconclusive; · = not tested or not shown; & = joins results of further samples; [ ] = dose if it differs, or a comment. Unless noted, calls follow the shape of the dose curve; as a rule, active = well fitted curve in the direction sought with a large enough effect; inconclusive = small, poorly fitted or top-dose-only effect, or another doubt; inactive = no such curve, though single readings can be large; an effect the other way counts as inactive or inconclusive. These rows are one share of the data; rates above refer to the full screens.
SMILES,LDHA block,RXFP1 agonist,PI4K2A inh,GRP78 ERSR act,Vif-APOBEC3G blk,USP1 inh,TrxR1 substrate,IDH1 R132H inh,Vif-A3F inh
COc1cc(NC(=O)CCc2c(C)noc2C)c(Cl)cc1C(=O)O,-9,·,3,-4%,-5%,-23%,0%,-10%,-8%
O=C(OCc1cn([C@H]2C[C@H](c3ccccc3)N(CC3CCCCC3)C[C@@H]2O)nn1)c1ccccc1,-2,·,6,-4%,-3%,-4%,·,-2%,3%
C/C(O)=C(/C=NCC(=O)O)C(=O)Nc1nccs1,-3,0.2%,-14,2%,4%,?,6%[57.1 µM],8%,2%
N#CCCN(CCC#N)S(=O)(=O)c1ccc(C(=O)Nc2nnc(C3=COCCO3)o2)cc1,2,2.4%,-5,1%,-1%,-12%,-7%,1%,-1%
Cc1ccc(-n2nc(CO)c(C(=O)NCCCCc3ccccc3)n2)cc1C,-5,0.3%,-3,-3%,3%,3%,12%,-22%,1%
CCOc1ccc(Cl)cc1/C=N/NC(N)=O,0,0.1%,-2,-2%,1%,-18%,3%,17%,-2%
N#Cc1c(N2CCOCC2)nsc1-c1ccc(C(F)(F)F)cc1,1,?,7,4%,0%,-7%,-4%,-10%,-6%
CCOc1ccc(NC(=O)CN2CCN(c3ccc(F)cc3)CC2)cc1,1,4.5%,0,1%,-4%,-13%,14%[57.1 µM],3%,1%
Cc1cc(C)n(CCNC(=O)c2cc(COc3ccc4ncccc4c3)on2)n1,0,2.9%,2,3%,0%,-2%,-11%,-13%,-9%
Nc1nc2ccc(-c3nc4ccccc4o3)cc2s1,-1,7.2%,7,-4%,-7%,-6%,148%[activator],1%,7%
C=CCNC(=S)Nc1ccc2nc(C)oc2c1,-6,-0.7%,-2,-3%,-1%,-10%,-8%,-5%,-1%
CCCC(=O)Nc1nc2nc(-c3ccccc3)cc(-c3ccccc3)n2n1,-10,2.8%,-3,-2%,-2%,4%,22%[57.1 µM],-3%,-9%
Cn1c(=O)c2c(nc(N3CCN(C(=O)c4ccco4)CC3)n2CCSc2ncccn2)n(C)c1=O,-8,5.2%,-3,-3%,-13%,-10%,-3%,-2%,17%
Cc1nc(C)c(C(=O)O)c(-c2ccsc2)c1C(=O)O,-6,1.0%,1,-2%,0%,?,9%,-4%,5%
O=C(NCC1CC1)c1ccc2nc([C@@H]3O[C@H](CO)[C@H](O)[C@H](O)[C@H]3O)[nH]c2c1,-2,·,-9,-3%,1%,·,·,·,·
C[C@]12C=CC(=O)C=C1CC[C@@H]1[C@@H]2C(=O)C[C@@]2(C)[C@H]1CC[C@]2(O)C(=O)CO,-10&-7,0.0%&0.1%,-2&-1&-2,-4%&-1%&-4%,0%&-1%,-16%&-13%,-1%&-2%,6%&-11%,7%&8%
Cc1ccccc1C(=O)NC(NCC1CCCO1)C(Cl)(Cl)Cl (stereo not drawn),-1,1.1%,3,-1%,-1%,-21%,6%,2%,0%
CS(=O)(=O)N(CC(=O)NCCSCc1cccc(Cl)c1)c1ccc(F)cc1,2,-3.7%,2,0%,1%,-7%,-6%[57.1 µM],2%,-8%
Cc1ccc(S(=O)(=O)NCC(=O)N2CCOCC2)cc1,-4,0.3%,0,-2%,2%,4%,3%,7%,3%
CC(C)c1ccc(S(=O)(=O)N2CCC(C(=O)NCC3(N(C)C)CCCCC3)CC2)cc1,-3,0.1%,-3,-6%,-1%,-14%,-10%,3%,-4%
c1ccc(OCc2nn3c(Cn4cnc5ccccc54)nnc3s2)cc1,-5,2.5%,2,0%,-2%,-16%,6%[57.1 µM],4%,0%
CC1CCN(Cc2c(C(=O)O)nnn2-c2nonc2N)CC1,-1,-0.1%,-1,-2%,-1%,-2%,-9%,0%,-3%
CCCCCCCCCn1cc(C(C)=O)c(=O)[nH]c1=O,1,5.4%,-17,-8%,-1%,-18%,11%,7%,-9%
CCOC(=O)Cn1c(S(=O)(=O)Cc2cccc(F)c2)nc(-c2ccccc2)c1-c1ccccc1,3,1.9%,1,-1%,-22%,-20%,-2%,0%,-15%
Cc1nc2ccc(C(C(F)(F)F)(C(F)(F)F)C(F)(F)F)cc2[nH]1,1,1.6%,-10,-8%,0%,-25%,-13%,1%,0%
COC(=O)c1oc2ccccc2c1-n1cccc1,4,5.5%,2,-1%,-1%,-6%,-4%,8%,-9%
COc1ccc(NC(=O)c2sc3nc4c(cc3c2N)CCCCCC4)c(OC)c1,-9,12%,1,0%,3%,?,96%[activator],-28%,-8%
O=C(C[C@@H]1C/C=C\CC[C@H](Cc2ccc(F)cc2)C(=O)OC[C@@H]2CCCN2C1=O)N[C@H](CO)Cc1ccccc1,1,·,-1,-3%,-1%,-18%,5%,24%,8%
Cc1ccccc1NC(=O)Nc1cc(S(N)(=O)=O)ccc1C,-6,-0.4%,0,-4%,5%,-1%,7%,2%,-8%
CCOC(=O)c1cnn(-c2cc(C)nc3c(-c4ccccc4)cnn23)c1N,-2,1.7%,-6,1%,3%,6%,0%[57.1 µM],-1%,-6%
CCC1CCc2nc3sc(C(=O)Nc4ccc(F)c(Cl)c4)c(N)c3cc2C1 (stereo not drawn),-10,9.7%,3,-2%,-4%,-15%,42%[activator],0%,-3%
CNC(=O)CSc1nnc(-c2ccco2)n1-c1cccc(C)c1,-12,-1.1%,0,-2%,2%,-25%,6%[57.1 µM],-2%,7%
Cc1ccc(Nc2c(-c3ccc(C)cc3)nc3c(C)cccn23)cc1,1,7.9%,2,1%,5%,-23%,77%[activator],-15%,-3%
O=C(Nc1nnc(SCC(=O)N2CCCCC2)s1)c1c(F)cccc1F,-6,-1.5%,-5,-3%,-1%,1%,-5%[57.1 µM],-5%,6%
COc1ccc(C(=O)NCCCn2ccnc2)cc1[N+](=O)[O-],3,-2.4%,-3,-3%,1%,-21%,-1%,2%,-12%
CC(O)c1nc2ccccc2n1CC(=O)Nc1ccc(F)cc1Cl (stereo not drawn),4,0.2%,-3,-2%,0%,-23%,-7%,1%,9%
COc1ccc(N2CCN(S(=O)(=O)c3ccc(-c4cnc(C5CC5)o4)cc3)CC2)cc1,-2&0,-3.4%&1.0%,-2&0,-2%&-2%,5%&8%,-10%&-4%,6%&-5%[57.1 µM],8%&-4%,-7%&0%
Cc1sc2ncnc(N3CCC(C(=O)Nc4ccc(S(N)(=O)=O)cc4)CC3)c2c1C,-12,2.6%,1,-1%,0%,-20%,6%,-2%,-3%
CCOC(=O)C1CCN(Cc2cc(C(C)(C)C)c(O)c(C(C)(C)C)c2)CC1,0,2.0%,0,-4%,0%,-29%,0%,-1%,-19%
COc1ccc(N(C(=O)c2snc(C(N)=O)c2N)C(C(=O)NC2CCCC2)c2ccc(OC)c(OC)c2)cc1 (stereo not drawn),-6,5.2%,-5,-5%,-1%,-3%,12%,-9%,0%
O=C(Cc1ccccc1)Nc1cccc(NC(=O)c2ccccc2)c1,-7,3.6%,2,-2%,-5%,7%,-6%,23%,7%
Cc1ccc(CCNC(=O)c2cccc(N3CCCC3=O)c2)cc1,-7,0.1%,2,7%,3%,-7%,-4%,-12%,1%
CC(=O)n1cc(C=O)c2ccccc21,4,·,·,-2%,0%,·,3%,·,·
NC(N)=NN=C1c2ccccc2-c2ccccc21,-5&5,2.7%,1,-2%,-1%,-18%,-1%,-1%,-16%
CCOc1ccc(NC(=O)Cc2ccc(S(=O)(=O)N3CCCCC3)cc2)cc1OCC,2,·,-8,-6%,-11%,-21%,-1%,0%,0%
Cc1ccc(C)c2nc3sc(C(=O)O)cc3cc12,-7,7.5%,5,6%,-13%,-22%,57%[activator][57.1 µM],5%,?
COc1ccc(CCNc2nc(-c3cccnc3)cs2)cc1OC,-10,-2.5%,4,-3%,1%,-10%,6%[57.1 µM],13%,-2%
CCCCN=c1scc(-c2ccc3c(c2)NC(=O)CO3)n1N=C1CCCC1,6,1.7%,-1,-4%,3%,-16%,-5%,11%,-4%
CCOC(=O)N1CCc2c(sc3c2c(=O)n(Cc2ccccc2)c(=O)n3CC(=O)Nc2ccc(C)cc2C)C1,2,1.4%,2,-2%,-8%,3%,-1%,-4%,-5%
CN(C)C(=O)Cn1cnc2c(cnn2-c2ccccc2Cl)c1=O,-6,0.8%,2,-1%,0%,-5%,-10%,10%,-7%
